UBC13 polyUb – UBC13 polyubiquitin chain formation inhibitors, primary screen, biochemical, TR-FRET, uHTS | Ubiquitin-conjugating enzyme E2 N (Homo sapiens), P61088 | inhibition, % at 20 µM | hit rate 0.47% among 330,000 | AID 485273, 2010; in the data active = inhibition above about 45%, passing the limit was not always enough
Target sequence (P61088 whole entry, looked up): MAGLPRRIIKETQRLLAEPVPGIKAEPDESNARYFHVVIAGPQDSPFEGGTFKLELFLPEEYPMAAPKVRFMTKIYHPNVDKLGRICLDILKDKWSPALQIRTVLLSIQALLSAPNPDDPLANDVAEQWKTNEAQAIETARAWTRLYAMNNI
SENP6 inh – SENP6 protease inhibitors, primary screen, biochemical, luminescence, uHTS; Recombinant SENP6 catalytic domain, aminoluciferin luminescence; inhibition, % at 10 µM; hit rate 1.8% among 330,000;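 active = inhibition above about 50% at the single tested dose, limit read from the data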;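 note: plate controls were DMSO wells with enzyme for no effect and DMSO wells lacking enzyme for full effect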
SENP1 FRET inh – human SENP1 catalytic domain inhibitors, primary screen, biochemical, FRET, uHTS. Sentrin-specific protease 1 (Homo sapiens), Q9P0U3. recombinant SENP1 catalytic domain, CyPet-SUMO1-YPet FRET cleavage. inhibition, % at 10 µM. hit rate 0.21% among 360,000. AID 624204, 2012;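 active = inhibition at least 30% at 10 µM, raw YFP signal under a set limit, fluorescence ratio 0.5 to 1.5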;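 note: 0% = enzyme with DMSO and 100% = no enzyme wells; some results filed as inactive read as strong as hits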
Target sequence (Q9P0U3 419-644 limits assumed): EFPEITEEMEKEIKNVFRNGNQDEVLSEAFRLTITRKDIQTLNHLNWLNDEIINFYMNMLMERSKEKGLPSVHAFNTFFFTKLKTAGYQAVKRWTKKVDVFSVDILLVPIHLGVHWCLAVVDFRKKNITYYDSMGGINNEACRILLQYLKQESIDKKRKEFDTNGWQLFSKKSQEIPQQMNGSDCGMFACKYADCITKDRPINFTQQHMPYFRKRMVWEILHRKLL
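material = recombinant human SENP1 catalytic domain, His6-tagged | quantity = 20 pM enzyme | reagent = 25 nM SUMO1 FRET substrate | compound dosing = 10 µM single point, 0.5% DMSO | timing = 50 min enzyme reaction, room temperature, light-protected | detection = FRET, CFP and YFP emission | control set = no-enzyme low, enzyme-DMSO high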
SENP8 block-1 – SENP8 protease inhibitors, primary screen, biochemical, luminescence; inhibition, % at 10 µM; hit rate 1.2% among 330,000; AID 2540, 2010; purified SENP8, Z-RLRGG-aminoluciferin cleavage; in the data active = inhibition above about 50%
Target sequence (Q96LD8 whole entry, looked up): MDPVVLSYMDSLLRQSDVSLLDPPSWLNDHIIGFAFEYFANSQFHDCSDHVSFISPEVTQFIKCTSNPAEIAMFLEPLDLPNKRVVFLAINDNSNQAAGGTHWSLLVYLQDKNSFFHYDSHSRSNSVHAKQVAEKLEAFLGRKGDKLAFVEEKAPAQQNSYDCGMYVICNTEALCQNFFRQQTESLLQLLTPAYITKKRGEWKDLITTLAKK
HKDC1 inhibitor – HKDC1 hexokinase inhibitors, primary screen, biochemical, fluorescence, uHTS; inhibition, % at 20 µM; Q2TB90; recombinant HKDC1, G6PDH/diaphorase resazurin coupled fluorescence; hit rate 0.16% among 340,000;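 active = inhibition above about 35% when tested at 20 µM, limit read from the data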;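 note: plate controls were DMSO wells with enzyme for no effect and DMSO wells lacking enzyme for full effect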
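Test system: Recombinant HKDC1 (HK5) hexokinase enzyme, produced in-house | Input: HKDC1 at 5 µg/mL | Buffer or medium: Tris pH 8.0 buffer with MgCl2, Tween-20, BSA, BME | Schedule: 90 min reaction incubation at room temperature, dark | Technique: Resazurin-to-resorufin fluorescence via G6PDH and diaphorase coupling, 525/613 nm | Controls: DMSO wells with and without enzyme mix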
SENP7 block – SENP7 protease inhibitors, primary screen, biochemical, luminescence, uHTS. Sentrin-specific protease 7 (Homo sapiens), Q9BQF6. recombinant SENP7, Z-RLRGG-aminoluciferin luminescence, 40 min. inhibition, % at 5 µM. hit rate 1.5% among 330,000;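 active = inhibition above about 50% at the single test dose, limit read from the data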;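 note: plate controls were DMSO with enzyme for no effect and no enzyme buffer wells for full effect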
Target sequence (Q9BQF6 706-1050 limits assumed): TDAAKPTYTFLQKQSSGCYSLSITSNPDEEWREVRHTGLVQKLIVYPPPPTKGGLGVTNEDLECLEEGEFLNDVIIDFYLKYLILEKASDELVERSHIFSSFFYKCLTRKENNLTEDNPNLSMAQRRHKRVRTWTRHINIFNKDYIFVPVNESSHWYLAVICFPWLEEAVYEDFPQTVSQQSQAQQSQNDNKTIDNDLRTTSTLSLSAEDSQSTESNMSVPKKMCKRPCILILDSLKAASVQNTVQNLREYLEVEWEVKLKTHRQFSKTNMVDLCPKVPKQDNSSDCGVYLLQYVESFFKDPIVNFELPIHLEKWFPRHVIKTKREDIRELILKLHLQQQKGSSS
PfGluPho inh – PfG6PD enzyme inhibitors, primary screen, biochemical, fluorescence intensity, uHTS; glucose-6-phosphate dehydrogenase-6-phosphogluconolactonase (Plasmodium falciparum 3D7); AID 504690, 2011; hit rate 0.78% among 350,000; inhibition, % at 20 µM; PfGluPho enzyme, NADPH resazurin-diaphorase fluorescence;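 active = inhibition reaching at least a set limit at 20 µM in the primary screen, cut at about 59% in these data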;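 note: 0% = DMSO wells with substrate and 100% = DMSO wells lacking glucose-6-phosphate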
SENP8 block-2 – human SENP8 protease inhibitors, primary screen, biochemical, fluorescence, Nedd8 protein substrate, uHTS. Sentrin-specific protease 8 (Homo sapiens), Q96LD8. recombinant SENP8. inhibition, % at 20 µM. hit rate 0.64% among 360,000. AID 602440, 2012; in the data active = inhibition mostly above about 40%, no sharp cut-off; inactive = mostly below about 27%
MIN6 prolif – inducers of MIN6 beta-cell proliferation, primary screen, ATP luminescence, uHTS; MIN6 cells proliferation, ATPlite luminescence, 48 h; cells starved in 0.2% serum; 100% = growth in 10% serum; hit rate 0.29% among 330,000; proliferation, % at 10 µM;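 active = compounds whose signal lies at least 3.5 SD above the mean of all wells on their plate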;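 note: 0% = DMSO-treated cells in low-serum medium and 100% = 10% serum control; some compounds called inactive have numbers as strong as hits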
* marks the source's active call; other numbers are inactive results; / = not tested or not shown.

1: CCC(=O)N1CCN(c2nc(-c3ccc(Cl)cc3)cs2)CC1
2: CCCOc1ccc(CNC(=O)C2CCN(C(=O)N3CCOc4ccccc43)CC2)cc1
3: CCn1c(SCC(=O)N2CCOCC2)nnc1-c1ccco1
4: COc1ccc(/C=N/NC(=O)CC(=O)N/N=C/c2ccc(OC)cc2)cc1
5: CCn1nc(NC(=O)c2ccccn2)c2cc3cccc(C)c3nc21
assay / compound	1	2	3	4	5
UBC13 polyUb	5	4	6	-7	12
SENP6 inh	-21	-6	-15	0	-3
SENP1 FRET inh	1	0	-3	-1	-19
SENP8 block-1	-6	10	-5	-2	5
HKDC1 inhibitor	4	-3	0	-4	6
SENP7 block	-2	-9	3	-6	0
PfGluPho inh	17	-11	-5	-11	9
SENP8 block-2	10	9	17	8	-491
MIN6 prolif	0	-2	0	2	-4

A second format for some results above.
| entry | canonical_smiles | UBC13 polyUb | SENP6 inh | SENP1 FRET inh | SENP8 block-1 | HKDC1 inhibitor | SENP7 block | PfGluPho inh | SENP8 block-2 | MIN6 prolif |
| --- | --- | --- | --- | --- | --- | --- | --- | --- | --- | --- |
| 2 | CCCOc1ccc(CNC(=O)C2CCN(C(=O)N3CCOc4ccccc43)CC2)cc1 | 4 | -6 | 0 | 10 | -3 | -9 | -11 | 9 | -2 |
| 3 | CCn1c(SCC(=O)N2CCOCC2)nnc1-c1ccco1 | 6 | -15 | -3 | -5 | 0 | 3 | -5 | 17 | 0 |
| 4 | COc1ccc(/C=N/NC(=O)CC(=O)N/N=C/c2ccc(OC)cc2)cc1 | -7 | 0 | -1 | -2 | -4 | -6 | -11 | 8 | 2 |
| 5 | CCn1nc(NC(=O)c2ccccn2)c2cc3cccc(C)c3nc21 | 12 | -3 | -19 | 5 | 6 | 0 | 9 | -491 | -4 |

Other structures follow.
6: CCn1c(SCC(=O)NC2CCCCC2)nc2c(c1=O)SC(C)C2 (stereo not drawn)
7: CC(C)NC(=O)CC1C(=O)N(Cc2ccccc2)C(C)c2nc3ccccc3n21 (stereo not drawn)
8: Cc1ccc(NC(=O)CCC(=O)NNC(=S)Nc2ccc(F)cc2F)cc1C
9: O=C(COC(=O)CCc1ccccc1)NCc1ccc2c(c1)OCO2
10: COc1ccc(Cn2c(/C=C/c3ccccc3)nc3ccccc32)cc1
assay / compound	6	7	8	9	10
UBC13 polyUb	-4	2	-2	10	7
SENP6 inh	-6	-6	-1	10	89*
SENP1 FRET inh	3	0	1	32*	-2
SENP8 block-1	4	0	-9	4	81*
HKDC1 inhibitor	-2	-11	4	5	-4
SENP7 block	10	0	-11	2	88*
PfGluPho inh	-3	0	-6	-17	74*
SENP8 block-2	16	0	13	26	-300
MIN6 prolif	-3	0	-3	1	-6

11: COc1ccc(N(C(C)C(=O)NCc2ccco2)S(C)(=O)=O)cc1 (stereo not drawn)
12: COc1ccccc1-c1n[nH]c(=S)n1Cc1ccco1
13: CCOc1cccc(C2/C(=C(/O)c3ccc4c(c3)CC(C)O4)C(=O)C(=O)N2Cc2ccncc2)c1 (stereo not drawn)
14: O=C(c1cc(Cl)ccc1F)N1CCCC(Nc2ccc3c(c2)OCCO3)C1 (stereo not drawn)
15: O=C(OCCCN1CCCC1)C1(c2ccccc2)CCCC1
assay / compound	11	12	13	14	15
UBC13 polyUb	2	-10	-21	-2	3
SENP6 inh	-7	-15	13	4	-2
SENP1 FRET inh	-6	/	-2	1	-2
SENP8 block-1	2	0	-9	5	2
HKDC1 inhibitor	-1	/	-8	5	-11
SENP7 block	-2	-4	-3	-2	-2
PfGluPho inh	8	/	-1	10	7
SENP8 block-2	13	/	-60	5	12
MIN6 prolif	3	1	-4	2	0

16: COc1cc(C)c(C(C)C)cc1S(=O)(=O)NCCCn1ccnc1
17: CCc1ccccc1N(CC(=O)N1CCCCCC1)S(C)(=O)=O
18: CCc1ccc(S(=O)(=O)Nc2cccc(-c3ccc4nnc(C)n4n3)c2)s1
19: O=C(O)CNC(=O)/C(=C/c1cccc([N+](=O)[O-])c1)NC(=O)c1ccco1
20: COC(=O)c1ccc(C(=O)OC)c(NC(=O)CSc2nnc(-c3ccccc3Cl)o2)c1
assay / compound	16	17	18	19	20
UBC13 polyUb	-4	-2	2	1	12
SENP6 inh	-4	-16	-10	6	18
SENP1 FRET inh	3	3	-1	-15	-2
SENP8 block-1	3	-13	-4	5	1
HKDC1 inhibitor	1	-1	-4	-5	0
SENP7 block	-2	14	-4	-2	-5
PfGluPho inh	2	0	8	-16	1
SENP8 block-2	27	12	-69	10	-128
MIN6 prolif	0	0	2	-1	0

21: C/C(=N\NC(=O)c1nnn(-c2nonc2N)c1CSc1ccccc1)c1ccco1
22: N#Cc1c(SCC(=O)N2CCCCC2)nsc1SCC(=O)N1CCCCC1
23: Oc1ccccc1CN1CCCC(N2CCN(c3cccc(C(F)(F)F)c3)CC2)C1 (stereo not drawn)
24: Cc1ccc(CNC(=O)CSc2nc(C)cc(C)c2C#N)cc1
25: N#CCCn1c2ccccc2c2nc3ccccc3nc21
assay / compound	21	22	23	24	25
UBC13 polyUb	-18	-10	7	12	-7
SENP6 inh	3	-19	-6	-13	6
SENP1 FRET inh	1	3	1	-1	-16
SENP8 block-1	2	-18	-6	-4	1
HKDC1 inhibitor	-1	0	-1	-3	9
SENP7 block	-2	-6	-6	9	-5
PfGluPho inh	10	15	0	-9	7
SENP8 block-2	-9	18	-2	6	-460
MIN6 prolif	-3	1	-3	4	0

26: O=C(N/N=C/c1ccc2c(c1)OCO2)C(=O)Nc1ccccc1
27: COc1ccc(OC)c(S(=O)(=O)N(C)CC(=O)N2CCc3ccccc3C2)c1
28: COCCNC(=O)CN(C(=O)CCC(=O)Nc1ccccn1)c1ccc(C)c(C)c1
29: COc1ccc(-n2c(SC(CN3CCCCC3)CN3CCCC3=O)nc3ccccc3c2=O)cc1 (stereo not drawn)
30: COC(=O)c1c[nH]c2c1-c1cc(C(=O)OCc3ccccc3)n(S(=O)(=O)c3ccc(C)cc3)c1C(=O)C2=O
assay / compound	26	27	28	29	30
UBC13 polyUb	-16	4	-15	6	/
SENP6 inh	-5	31	-28	6	/
SENP1 FRET inh	-1	1	-4	-3	2
SENP8 block-1	5	1	-4	-3	/
HKDC1 inhibitor	0	-7	3	-1	26
SENP7 block	1	11	-18	7	/
PfGluPho inh	1	-17	-15	11	57
SENP8 block-2	-59	58*	6	23	105*
MIN6 prolif	-4	-3	2	-2	/

31: Cc1ccc(S(=O)(=O)N2CCN(C(=O)c3cccs3)CC2)cc1
32: CCOc1ccc(NC(=O)CN2CCN(CC(=O)Nc3ccc(F)c(F)c3)CC2)cc1
33: CCn1c(SCc2cccc(C(=O)O)c2)nnc1-c1ccccc1
34: COCC(C)NC(=O)c1ccccc1OC(C)=O (stereo not drawn)
35: O=C(COC(=O)c1cc(Br)ccc1Cl)NC1CC1
assay / compound	31	32	33	34	35
UBC13 polyUb	5	-3	-7	3	/
SENP6 inh	13	-2	-2	13	/
SENP1 FRET inh	4	-1	1	3	2
SENP8 block-1	-7	-3	0	0	/
HKDC1 inhibitor	-10	-5	4	-4	-3
SENP7 block	3	7	1	-2	/
PfGluPho inh	-14	-7	-16	-1	2
SENP8 block-2	8	32	48*	-48	-47
MIN6 prolif	-3	-2	-3	4	/

36: C=CCn1c(-c2ccccc2[N+](=O)[O-])n[nH]c1=S
37: COc1ccccc1N1CCN(Cc2cc(=O)c(OCC#N)co2)CC1
38: CC1CCCN(S(=O)(=O)c2cc(Cl)ccc2Cl)C1 (stereo not drawn)
39: Cc1ccc2[nH]c(C(=O)O)c(NC(=O)[C@@H]3C[C@@H]3c3ccccc3)c2c1
40: O=C(Nc1cccc(S(=O)(=O)N2CCCCC2)c1)C1CC1
assay / compound	36	37	38	39	40
UBC13 polyUb	2	-5	-5	4	-1
SENP6 inh	-6	-4	9	3	-8
SENP1 FRET inh	1	1	3	1	2
SENP8 block-1	-3	-6	3	-5	4
HKDC1 inhibitor	1	-8	-4	-2	-3
SENP7 block	-1	5	3	6	1
PfGluPho inh	17	2	-9	-3	15
SENP8 block-2	12	11	10	-16	3
MIN6 prolif	0	1	6	-2	3

41: Cc1cc(C)n(-c2ccc(C(=O)Nc3cccnc3)cc2)n1
42: COC(=O)c1sccc1NC(=O)Nc1cc(OC)ccc1OC
43: O=C(NCc1ccc2c(c1)OCO2)Nc1ccc(F)cc1
44: N#CCCN(C(=O)Nc1ccc(Cl)c(Cl)c1)c1ccccc1
45: CCc1nn(CC(=O)NCc2cccnc2)c(=O)c2cc3occc3n12
assay / compound	41	42	43	44	45
UBC13 polyUb	5	7	5	6	0
SENP6 inh	-25	1	-8	4	-5
SENP1 FRET inh	3	0	1	2	0
SENP8 block-1	-3	-2	-13	4	-6
HKDC1 inhibitor	0	4	-1	-13	-6
SENP7 block	2	-9	4	6	-9
PfGluPho inh	-12	-1	-2	4	-12
SENP8 block-2	21	2	6	14	9
MIN6 prolif	0	-3	-1	3	-2

46: CCOC(=O)[C@@H]1[C@H]2COc3ccc(Br)cc3[C@@H]2N2C(=O)N(c3cccc(F)c3)C(=O)[C@]12C
47: C=CCOc1ccc(CNn2c(C)n[nH]c2=S)cc1OC
48: O=C(NCC(=O)N1CCCCCCC1)c1ccccc1Br
49: COC(=O)c1cc(OC)c(OC)cc1NC(=S)N1CCN(c2ccccn2)CC1
50: Cc1cccc(C)c1NC(=O)C1CCCN1C(=O)Nc1cccc(F)c1 (stereo not drawn)
assay / compound	46	47	48	49	50
UBC13 polyUb	-8	0	-3	2	2
SENP6 inh	8	-2	-15	-3	2
SENP1 FRET inh	2	-1	0	2	0
SENP8 block-1	-1	7	-6	6	5
HKDC1 inhibitor	-1	2	-8	1	-3
SENP7 block	1	5	-10	2	5
PfGluPho inh	3	41	-2	3	-5
SENP8 block-2	30	21	4	-12	11
MIN6 prolif	-8	-1	-2	2	2

Three compounds out of the list above, arranged by the value under SENP8 block-1, high to low.
# | SMILES | UBC13 polyUb | SENP6 inh | SENP1 FRET inh | SENP8 block-1 | HKDC1 inhibitor | SENP7 block | PfGluPho inh
47 | C=CCOc1ccc(CNn2c(C)n[nH]c2=S)cc1OC | 0 | -2 | -1 | 7 | 2 | 5 | 41
50 | Cc1cccc(C)c1NC(=O)C1CCCN1C(=O)Nc1cccc(F)c1 (stereo not drawn) | 2 | 2 | 0 | 5 | -3 | 5 | -5
46 | CCOC(=O)[C@@H]1[C@H]2COc3ccc(Br)cc3[C@@H]2N2C(=O)N(c3cccc(F)c3)C(=O)[C@]12C | -8 | 8 | 2 | -1 | -1 | 1 | 3

Bioassay records (PubChem)
